Source: PubChem BioAssay
Mm-Cpn inhibitor: Inhibitors of TCP-1 ring complex (TRiC) of Methanococcus maripaludis (MmCpn): qHTS; Potency, µM (doses to about 76.9 µM), without a hit: top-dose activity, negative = inhibition, most hits filed as inhibitors; purified Mm-Cpn ATPase, ADP Transcreener TR-FRET; actives 0.031% (n = 330,000); further: potency means the concentration at half of the fitted maximal effect; on the % scale 0 is the no-effect control and ±100 the full control effect; nearly all actives have a fitted effect of over 80% in size
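ATPase read-out: TR-FRET ADP immunoassay (anti-ADP Eu cryptate vs ADP-d2), ex 320 nm, em 590/665 nm; signal drops as ADP forms. Enzyme 25 nM, ATP 10 uM, 30 min at 37°C after 10 min compound preincubation.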
CCT modulator: High-Throughput Screening for Modulators of Cytosolic Chaperonin Activity; purified chaperonin ATPase assay, HTRF ADP detection, 30 min; activity change, % (test concentration not listed), hits read low; actives 0.3% (n = 360,000); in the data active means activity change below about -30%; further: on the % scale 0 is the no-effect control and ±100 the full control effect
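We incubate TRiC, 40 or 20 nM final, with library compounds at 76 uM and 10 uM ATP for 30 min at 37 °C. ADP formed is detected with Transcreener HTRF reagents after 30 min at room temperature.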
PI5P4Ka inh: qHTS for Inhibitors of phosphatidylinositol 5-phosphate 4-kinase (PI5P4K); Phosphatidylinositol 5-phosphate 4-kinase type-2 alpha (Homo sapiens), P48426; PI5P4Kalpha enzyme, ADP-Glo luminescence, 60 min; hits give low values; max response, %; actives 1.2% (n = 330,000); AID 652105, 2013; active means max response of -50% or lower; inconclusive means between -30% and -50%; inactive means -30% or higher; further: value at the top dose of about 77 µM; on the % scale 0 is the no-effect control and ±100 the full control effect
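Quantitative HTS of the MLSMR library against PI5P4Kalpha with substrate. ATP added last at 5 microM final; room temperature, 60 minutes. Remaining ATP depleted, ADP converted and read as luminescence.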
EPAC1 antag: qHTS for Antagonist of cAMP-regulated guanine nucleotide exchange factor 3 (EPAC1): primary screen; Rap guanine nucleotide exchange factor 3 (Homo sapiens), O95398; EPAC1 GEF assay, Rap1b-BODIPY-GDP exchange fluorescence; Potency, µM (highest dose often 115 µM), without a hit: at the top dose activity change, negative = inhibition, most hits filed as inhibitors; actives 0.14% (n = 360,000);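 further: potency means the concentration at half of the fitted maximal effect; plate controls were vehicle for no effect and positive control for full effect; nearly all actives have a fitted effect of over 50% in size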
EPAC2 antag: qHTS for Antagonist of cAMP-regulated guanine nucleotide exchange factor 2 (EPAC2): primary screen | Rap guanine nucleotide exchange factor 4 (Homo sapiens), Q8WZA2 | EPAC2 GEF exchange of Rap1B-BODIPY-GDP, fluorescence | Potency, µM (highest dose often 114 µM), inactives show top-dose activity, negative = inhibition, usual class: inhibitors | actives 0.18% (n = 360,000) | AID 720708, 2013; further: potency means the concentration at half of the fitted maximal effect; on the % scale 0 is the no-effect control and ±100 the full control effect; nearly all actives have a fitted effect of over 45% in size; many of its hits are not listed in these tables
Target sequence (Q8WZA2 whole entry, looked up): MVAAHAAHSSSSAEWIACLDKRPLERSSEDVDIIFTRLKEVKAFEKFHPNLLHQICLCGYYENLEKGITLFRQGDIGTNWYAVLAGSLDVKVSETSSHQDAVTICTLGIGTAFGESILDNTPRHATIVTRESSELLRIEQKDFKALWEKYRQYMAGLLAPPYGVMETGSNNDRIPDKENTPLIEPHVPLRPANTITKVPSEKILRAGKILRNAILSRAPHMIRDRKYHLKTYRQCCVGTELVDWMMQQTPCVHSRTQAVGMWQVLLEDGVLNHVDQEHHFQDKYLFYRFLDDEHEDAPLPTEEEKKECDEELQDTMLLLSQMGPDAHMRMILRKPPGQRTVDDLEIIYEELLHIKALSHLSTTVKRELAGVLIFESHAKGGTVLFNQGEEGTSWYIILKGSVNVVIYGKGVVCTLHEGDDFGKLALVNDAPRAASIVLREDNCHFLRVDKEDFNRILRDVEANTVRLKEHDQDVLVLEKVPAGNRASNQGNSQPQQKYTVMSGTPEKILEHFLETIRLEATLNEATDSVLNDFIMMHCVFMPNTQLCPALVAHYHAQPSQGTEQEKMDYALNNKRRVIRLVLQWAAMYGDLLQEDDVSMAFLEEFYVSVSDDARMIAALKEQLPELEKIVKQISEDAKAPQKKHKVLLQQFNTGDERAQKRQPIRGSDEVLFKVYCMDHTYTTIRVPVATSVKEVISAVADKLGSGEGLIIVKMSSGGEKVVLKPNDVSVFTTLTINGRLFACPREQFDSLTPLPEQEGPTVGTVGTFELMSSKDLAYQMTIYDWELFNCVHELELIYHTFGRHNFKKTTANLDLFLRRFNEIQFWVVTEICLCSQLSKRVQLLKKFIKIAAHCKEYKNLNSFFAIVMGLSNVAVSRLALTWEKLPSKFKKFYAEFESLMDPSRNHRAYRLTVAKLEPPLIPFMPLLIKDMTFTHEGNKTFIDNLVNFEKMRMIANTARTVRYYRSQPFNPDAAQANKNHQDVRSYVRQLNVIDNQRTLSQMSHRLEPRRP
WRN helicase inh: qHTS for Inhibitors of WRN Helicase | Bifunctional 3'-5' exonuclease/ATP-dependent helicase WRN (Homo sapiens), Q14191 | WRN helicase unwinding, fluorescent forked duplex, kinetic | Potency, µM (top dose mostly 114 µM), for inactives: at the top dose activity change, negative = inhibition, usual class: inhibitors | actives 0.46% (n = 360,000) | AID 651768, 2012; further: potency means the concentration at half of the fitted maximal effect; on the % scale 0 is the no-effect control and ±100 the full control effect; nearly all actives have a fitted effect of over 55% in size
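Fluorescence dequenching readout, ex 525 nm/em 598 nm, kinetic mode: forked duplex DNA (100 nM final) with adjacent fluorophore and quencher unwound by WRN (20 nM final) with 2 mM ATP. Compound preincubation 15 min, room temperature.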
PLK1 PBD inh: qHTS for Inhibitors of PLK1-PDB (polo-like kinase 1 - polo-box domain): Primary Screen; Plk1 PBD binding of FITC phosphopeptide, fluorescence polarization; Potency, µM, for the others: max response, negative = inhibition, usual class: inhibitors; actives 2.8% (n = 360,000); AID 720504, 2013; further: potency means the concentration at half of the fitted maximal effect; series mostly up to about 57 µM; on the % scale 0 is the no-effect control and ±100 the full control effect; nearly all actives have a fitted effect of over 65% in size
EPAC1 agonist: qHTS for Agonist of cAMP-regulated guanine nucleotide exchange factor 3 (EPAC1): primary screen. EPAC1 agonist qHTS, biochemical assay; response scale: 100% = response to 6.5 mM cAMP. Potency, µM (doses to about 154 µM), for inactives: at the highest dose activation, hits mostly activators. actives 0.073% (n = 360,000); further: potency means the concentration at half of the fitted maximal effect; nearly all actives have a fitted effect of over 60% in size
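Nucleotide exchange assay: 100 nM EPAC1 with 250 nM Rap1B loaded with BODIPY-GDP and 50 uM GDP, room temperature. Fluorescence (480/540 nm) read every 5 min for 30 min; signal change normalized to 6.5 mM cAMP as full agonist.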
* hit, by the source's call; ? = inconclusive; nt = not tested or not shown; [ ] = dose if it differs, or a comment. Unless noted, the call rests on the fitted dose curve; in most records, active means well fitted curve in the direction sought with a large enough effect; inconclusive means small, poorly fitted or top-dose-only effect, or another doubt; inactive means no such curve, though single readings can be large; an effect the other way counts as inactive or inconclusive. These rows are one share of the data, so the mix of outcomes need not match the whole.

structure	Mm-Cpn inhibitor	PI5P4Ka inh	WRN helicase inh	CCT modulator	EPAC1 agonist	PLK1 PBD inh	EPAC2 antag	EPAC1 antag
Cc1ccccc1-c1cc2nc(NCc3ccncc3)n(C)c(=O)c2s1	nt	22	3%	0.2	-6%	5%	-19%	-18%
COCCn1nnnc1C(c1cc2c(C)cc(C)cc2[nH]c1=O)N1CCCCCC1 (stereo not given)	-1%	nt	-8%	-2.1	-1%	-28%	0%	6%
C[C@H](NS(=O)(=O)c1ccc(Cl)cc1)C(=O)OCC(=O)Nc1cc(S(=O)(=O)N2CCOCC2)ccc1Cl	nt	4	-3%	-3.4	5%	-6%	-3%	-3%
COC(=O)Cc1ccc(NC(=S)Nc2ccc(N3CCOCC3)cc2)cc1	-5%	-3	1%	1.2	-7%	?	9%	14%
CCS(=O)(=O)N1CCCC(C(=O)NCCc2ccc(OC)c(OC)c2)C1 (stereo not given)	0%	-1	4%	-0.8	7%	-8%	13%	0%
Cc1cccc(Cn2ccc(-c3ccc(Cl)cc3)c(C#N)c2=O)c1	-2%	-1	-1%	-3.0	-3%	-5%	10%	7%
O=C(c1ccc(Cl)c(S(=O)(=O)N2CCCCCC2)c1)N1CCN(c2ccc(O)cc2)CC1	1%	-2	1%	1.2	2%	-9%	-13%	-20%
CCOc1ccccc1NC(=O)[C@@H](NC(=O)c1ccccc1F)C(C)C	0%	-13	17%	1.9	-3%	-7%	12%	1%
CCOC(=O)c1c(NC(=O)COC(=O)c2ccc(C)s2)sc2c1CC(C)(C)NC2(C)C	-3%	1	-10%	-3.0	-55%	-10%	-19%	-25%
FC(F)c1nc2ccccc2[nH]1	-8%	-4	9%	-0.9	4%	-12%	0%	-1%
CCSc1nnc(NC(=O)c2ccc(Br)s2)s1	-3%	nt	-2%	-3.6	9%	-11%	-4%	-5%
CCn1c(=O)cc(OCC(=O)Nc2ccc(C)cn2)c2ccccc21	-9%	nt	-1%	-5.1	-3%	-5%	3%	14%
COc1ccc(CCN2C(=O)c3ccccc3NC2c2cc(Cl)c(O)c(OC)c2)cc1 (stereo not given)	0%	-3	-5%	0.5	16%	-1%	-9%	-22%
CCOC(=O)C1(Cc2cccc(OC)c2)CCN(Cc2cnc(N)nc2)CC1	2%	1	7%	-0.7	11%	-5%	0%	-23%
CCOC(=O)c1c(C)[nH]c(C(=O)COC(=O)/C=C/c2ccc(OC(F)F)cc2)c1C	2%	6	3%	0.5	-4%	-5%	-7%	3%
CC1Cc2ccccc2N1CC(=O)NC(=O)NC1CCCC1 (stereo not given)	0%	0	-3%	-1.6	-5%	-7%	-2%	-22%
N=c1c2c(n(Cc3ccc(Cl)c(Cl)c3)c3c1CCC3)CCCC2	0%	-7	6%	1.9	6%	-12%	5%	-5%
Cc1ccccc1OCC(=O)OCC(=O)NCC1CCCCC1	1%	-4	2%	-1.6	-4%	3%	0%	1%
CCC(=O)Nc1cccc(C(=O)OC)c1	-1%	4	0%	-0.5	11%	-1%	6%	24%
Cc1sc(NC(=O)CN2CCN(c3ccccn3)CC2)c(C#N)c1C	4%	1	-9%[57.1 µM]	2.5	6%	-5%	-12%	-15%

Record cards, from the list above. Order of values: Mm-Cpn inhibitor, PI5P4Ka inh, WRN helicase inh, CCT modulator, EPAC1 agonist, PLK1 PBD inh, EPAC2 antag, EPAC1 antag
Cc1sc(NC(=O)CN2CCN(c3ccccn3)CC2)c(C#N)c1C is entered as 4%, 1, -9%[57.1 µM], 2.5, 6%, -5%, -12%, -15%
CCn1c(=O)cc(OCC(=O)Nc2ccc(C)cn2)c2ccccc21 is entered as -9%, nt, -1%, -5.1, -3%, -5%, 3%, 14%
N=c1c2c(n(Cc3ccc(Cl)c(Cl)c3)c3c1CCC3)CCCC2 is entered as 0%, -7, 6%, 1.9, 6%, -12%, 5%, -5%

The list continues:
structure	Mm-Cpn inhibitor	PI5P4Ka inh	WRN helicase inh	CCT modulator	EPAC1 agonist	PLK1 PBD inh	EPAC2 antag	EPAC1 antag
COc1cc(C2c3c(oc4c(C)cc(C)cc4c3=O)C(=O)N2Cc2cccnc2)ccc1O (stereo not given)	nt	0	4%	-0.9	5%	-21%	5%	1%
Clc1ccccc1C1CC(c2ccccc2)=Nc2ccccc2N1 (stereo not given)	-2%	0	-5%	-3.1	9%	5%	-23%	17%
O=[N+]([O-])c1ccc(OC(F)F)c(/C=N/n2cnnc2)c1	-2%	1	2%	-2.4	-3%	0%	5%	-4%
Cc1ccccc1NC(=O)CCc1nnc2ccc(N3CCC4(CC3)OCCO4)nn12	0%	-1	6%[57.1 µM]	-19	-1%	5%	2%	12%
O=C(Nc1ccc(Cl)c(C(F)(F)F)c1)NC1CC2CCCC(C1)N2C1CC1 (stereo not given)	nt	2	5%	-1.4	3%	-7%	-4%	-29%
COc1ccc(S(=O)(=O)N2CCOC2CNC(=O)C(=O)NCc2ccccn2)cc1OC (stereo not given)	nt	2	-1%	1.6	9%	-9%	-3%	-21%
N=C1C(c2ccccc2)=C(O)CN1c1ccccc1N1CCOCC1	-3%	nt	4%	-2.9	-2%	-6%	9%	-5%
COC(=O)c1ccc(S(=O)(=O)NNC(=O)c2ccc(S(=O)(=O)N3CCCCC3)cc2)cc1	2%	1	-30%	-4.9	8%	-17%	-8%	?
C=CCN=C1S/C(=C/c2ccc([N+](=O)[O-])cc2)C(=O)N1CC=C	0%	2	-3%	-0.1	2%	0%	2%	7%
CC(C)N(C(=O)COC(=O)[C@@H]1CC(O)CN1S(=O)(=O)c1ccc(C(C)(C)C)cc1)C(C)C (stereo not given in full)	-3%	3	5%	-0.8	-7%	-8%	-7%	0%
COc1ccc(Cl)cc1C(Nc1cccnc1)c1ccc2cccnc2c1O (stereo not given)	2%	-72*	-13%	1.8	10%	4.2µM*	-16%	-15%
O=C(O)CC/C(=N\Nc1ccc(S(=O)(=O)N2CCCC2)cc1[N+](=O)[O-])c1cccs1	0%	-22	?	-2.1	-5%	-8%	-21%	-2%
CCOC(=O)CNC(=O)CSc1nc(NCc2ccccc2)nc(N(C)C)n1	1%	1	-17%	0.9	-1%	-1%	0%	0%
CN(CC(=O)NCc1ccccn1)S(=O)(=O)c1cc(Cl)ccc1Cl	3%	3	3%	-1.7	8%	-8%	-1%	-19%
COc1cc(C(=O)NNC(=O)Cc2cccs2)cc(OC)c1OC	2%	-12	6%	-1.6	-5%	1%	9%	-4%
CCn1c(=O)cc(OCC(=O)NC2CC2)c2ccccc21	1%	4	-8%[57.1 µM]	0.1	1%	1%	8%	9%
COc1ccc(NC(=O)CSc2ncnc3sc(C)cc23)cc1	3%	0	-7%	-14	5%	-6%	1%	1%
CC(=O)N1CCCN(Cc2cn(-c3ccc(C)cc3)nc2-c2cccc(C)c2)CC1	-5%	1	-3%	-0.4	3%	-6%	?	-25%
COc1ccc(CNC(=O)CSc2nc3ccc(C)cc3[nH]2)cc1OC	2%	4	-8%	0.0	1%	1%	7%	9%
CCCc1cc(=O)oc2cc(C)cc(OCC(=O)NC3CCN(Cc4ccccc4)CC3)c12	-1%	8	-6%	-1.2	6%	-16%	-2%	-20%
O=c1c2ccccc2nc2n1CCc1ccc(Br)cc1-2	nt	-2	-4%	0.3	10%	-4%	0%	-6%
O=C(COc1ccc(Cl)cc1Cl)NCCCN1CCOCC1	-1%	nt	0%	-6.5	-1%	-5%	10%	1%
COc1ccc(C)cc1Nc1n[n+](-c2ccccc2)c(-c2c(Cl)cccc2Cl)s1	0%	?	7%	0.6	-4%	-11%	-3%	-11%
O=C(CCl)N=c1sccn1Cc1ccc(Cl)cc1Cl	1%	-2	6%	1.3	2%	-18%	?	-13%
COc1cc(Cl)c(C)cc1NC(=O)CSc1cc(Cl)ccc1Cl	-3%	-21	-21%[57.1 µM]	-1.6	7%	?	15%	25µM*
COC(=O)C1=C(N)N(c2ccc(F)cc2)C2=C(C(=O)CCC2)C1c1ccc2c(c1)OCO2 (stereo not given)	2%	1	4%	1.9	1%	-5%	2%	12%
O=C(c1cccc([N+](=O)[O-])c1)N1CCN(S(=O)(=O)/C=C/c2ccccc2)CC1	-12%	2	3%	-0.4	3%	-1%	3%	17%
CC(O)[C@H]1CN=C(N)N1CCCCC1CCCCC1 (stereo not given in full)	2%	4	-5%	-1.1	8%	0%	1%	14%
CCn1c2ccccc2c2nnc(SCC(=O)OCN3C(=O)c4ccccc4C3=O)nc21	0%	4	-4%	-3.7	0%	-3%	7%	-2%
Cc1ccc(S(=O)(=O)NC(CC(=O)NC2CCCC2)c2ccco2)cc1 (stereo not given)	0%	2	-17%[57.1 µM]	-2.1	-6%	-3%	5%	13%
CCN(CC)S(=O)(=O)C1CCS(=O)(=O)C1 (stereo not given)	-2%	-3	6%	-0.2	-3%	-20%	1%	-5%
Cc1ccc(C(=O)N2CCN(c3ccc(NC(=S)NC(=O)c4cccs4)cc3)CC2)cc1	2%	-10	7%	-2.3	3%	-20%	-8%	-28%
CC(NC1CCCC1)c1ccccc1 (stereo not given)	-2%	-4	10%	0.7	-8%	-5%	13%	4%
O=C(CN1C(=O)S/C(=C\c2ccc(O)c([N+](=O)[O-])c2)C1=O)Nc1ccc(N2CCOCC2)cc1	1%	?	-9%	-0.5	1%	?	?	10%
Cc1ccc(S(=O)(=O)c2nnn3c2nc(N2CCCCC2)c2ccccc23)cc1	3%	5	-11%	-2.7	-1%	1%	-7%	-1%
O=C(NCc1ccc2c(c1)OCO2)C1CC(c2cccc(Br)c2)=NO1 (stereo not given)	-1%	-1	-3%	0.7	10%	0%	5%	5%
